Screening results: PubChem BioAssay, several laboratories
C-LANA FP = inhibitors of KSHV C-LANA binding to DNA, primary screen, biochemical, fluorescence polarization, FAM-LBS DNA, MBP-C-LANA, single point; AID 504423, 2011; inhibition, % at 9 µM; Kaposi's sarcoma herpesvirus LANA C-terminal domain (residues 932-1162) DNA binding; actives 0.078% (n = 340,000);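 active = highest replicate inhibition at or above 60% at 9 µM, even if other replicates fall short; inactive = all replicates below 60% inhibition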;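 also: 0% = neutral control wells and 100% = 4 µM acridine orange control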
NSD2 HMT inh = NSD2 histone methyltransferase inhibitors, primary screen, biochemical, AlphaScreen, single concentration, set 2 | NSD2 peptide methylation, 120 min | inhibition, % at 12.5 µM | actives 0.54% (n = 310,000) | Histone-lysine N-methyltransferase NSD2 (Homo sapiens), O96028; in the data active = inhibition above about 50%
SR-BI uptake up = activators of SR-BI mediated DiI-HDL uptake, primary screen, ldlA[mSR-BI] CHO cells, DiI fluorescence; 3 h; 100 = double the neutral-control signal; actives 0.096% (n = 320,000); activation, % at 12.5 µM;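 active = mean replicate activation of at least 60% and every replicate at or above 60%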;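 also: 0% = median plate neutral-control signal and 100% = twice that signal; values of inactives mirror those of a sister screen read the other way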
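Assay system: LDL receptor-deficient CHO ldlA cells overexpressing murine SR-BI / Medium: BSA-supplemented, HEPES-buffered Ham's F12, pH 7.4 / Probe or stimulus: DiI-labelled HDL at 10 µg/mL final / Timing: compound with DiI-HDL co-incubation, 3 h at 37 °C / Technique: bottom-read cell fluorescence after medium removal, ex 550/em 595 nm / Measure: HDL uptake via cellular fluorescence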
Arrestin-AP2 inh = inhibitors of beta-arrestin/AP2 binding, primary screen, biochemical, GPCR trafficking, flow cytometry. beta-arrestin 1 C-terminal peptide binding to AP2 beta2-adaptin appendage (human). FITC-arrestin peptide / GST-AP2 beads; AP2 beta2 appendage carries R879A mutation. inhibition, % at 10 µM. actives 0.31% (n = 340,000). AID 504490, 2011;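 active = inhibition above a set limit, near 3 SD of compounds lacking own fluorescence, cut at about 54% in these data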;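 also: plate controls were DMSO wells for no effect and 5 µM unlabelled arrestin peptide for full effect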
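System: GST-AP2 R879A bound to glutathione beads, E. coli-expressed. Also added: 50 nM FITC-arrestin peptide. Schedule: compound with beads 12 min RT, then probe 1 h RT. Signal: bead flow cytometry, FITC channel. Read-out basis: percent response.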
DAGLB inh = DAGLB lipase inhibitors, primary screen, biochemical, fluorescence, HTS. Diacylglycerol lipase-beta (Homo sapiens), Q8NCG7. HEK293T DAGLB membrane lysate, EnzChek fluorogenic substrate. inhibition, % at 5.17 µM. actives 0.059% (n = 340,000); in the data active = inhibition above about 34%;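 also: 0% = enzyme with vehicle and 100% = wells lacking enzyme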
Target sequence (Q8NCG7 whole entry, looked up): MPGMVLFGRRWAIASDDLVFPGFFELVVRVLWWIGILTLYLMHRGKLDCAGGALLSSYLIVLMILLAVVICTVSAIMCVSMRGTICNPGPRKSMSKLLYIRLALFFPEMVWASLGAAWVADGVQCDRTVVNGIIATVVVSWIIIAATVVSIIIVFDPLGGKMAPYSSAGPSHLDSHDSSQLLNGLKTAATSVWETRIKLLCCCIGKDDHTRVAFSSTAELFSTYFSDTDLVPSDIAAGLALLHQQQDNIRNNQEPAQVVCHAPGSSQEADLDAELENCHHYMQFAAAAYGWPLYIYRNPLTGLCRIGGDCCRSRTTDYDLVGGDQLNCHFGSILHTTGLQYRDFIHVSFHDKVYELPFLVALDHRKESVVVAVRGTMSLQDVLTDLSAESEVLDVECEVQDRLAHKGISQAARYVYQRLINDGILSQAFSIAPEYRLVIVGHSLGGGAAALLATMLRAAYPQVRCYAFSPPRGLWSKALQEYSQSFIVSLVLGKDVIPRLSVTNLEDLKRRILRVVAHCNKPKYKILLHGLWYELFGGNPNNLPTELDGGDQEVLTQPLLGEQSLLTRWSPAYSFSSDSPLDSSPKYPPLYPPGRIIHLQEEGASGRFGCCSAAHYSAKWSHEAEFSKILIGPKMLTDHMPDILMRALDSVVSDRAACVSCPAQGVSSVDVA
RTF Ca sens inh = cardiac RTF calcium sensitivity inhibitors, primary screen, biochemical, IANBD-TnC fluorescence, EC70 calcium; Troponin I, cardiac muscle (Homo sapiens) + Troponin T, cardiac muscle (Homo sapiens) + …; AID 493244, 2011; actives 0.12% (n = 340,000); inhibition, % at 7.15 µM; IANBD-labeled cardiac RTF, Ca2+ fluorescence;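 active = inhibition above the mean inhibition of all tested compounds plus 3 SD, cut at about 17% in these data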;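 also: assay run at fixed EC70 calcium of 1.6 mM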
PvdQ acylase = P. aeruginosa PvdQ acylase inhibitors, primary screen, biochemical, fluorescence, plate reader and imaging, single point. purified PvdQ acylase. inhibition, % at 10 µM. actives 0.063% (n = 340,000). AID 488965, 2010; in the data active = inhibition above about 30%, passing the limit was not always enough;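 also: 0% = vehicle neutral wells and 100% = reference inhibitor wells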
SR-BI HDL uptake = inhibitors of SR-BI mediated HDL lipid uptake, primary screen, ldlA[mSR-BI] cells, fluorescence, single point; Scavenger receptor class B member 1 (Mus musculus), Q61009; ldlA[mSR-BI] CHO cells, DiI-HDL uptake fluorescence, 3 h; inhibition, % at 12.5 µM; actives 0.96% (n = 320,000);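 active = mean replicate inhibition of at least 70% and a set share of replicates each scoring 70 or more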;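 also: 0% = median of neutral control wells and 100% = median of positive control wells; values of inactives mirror those of a sister screen read the other way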
PKA-R2B act = activators of PKA-R2B holoenzyme, primary screen, biochemical, fluorescence polarization, Cy5-IP20, human; PKA-R2B holoenzyme dissociation; R2B truncated from residue 108, S112A mutant; 0% DMSO only, 100% 113 µM cGMP; activation, % at 11.4 µM; actives 0.079% (n = 340,000); AID 504700, 2011;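 active = activation above a cutoff set at the mean over all compounds plus 3 SD, cut at about 18% in these data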;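 also: higher means more holoenzyme dissociation and a rise in polarization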
Target sequence (P31323 whole entry, looked up, other chains not shown, the tested form may be a part): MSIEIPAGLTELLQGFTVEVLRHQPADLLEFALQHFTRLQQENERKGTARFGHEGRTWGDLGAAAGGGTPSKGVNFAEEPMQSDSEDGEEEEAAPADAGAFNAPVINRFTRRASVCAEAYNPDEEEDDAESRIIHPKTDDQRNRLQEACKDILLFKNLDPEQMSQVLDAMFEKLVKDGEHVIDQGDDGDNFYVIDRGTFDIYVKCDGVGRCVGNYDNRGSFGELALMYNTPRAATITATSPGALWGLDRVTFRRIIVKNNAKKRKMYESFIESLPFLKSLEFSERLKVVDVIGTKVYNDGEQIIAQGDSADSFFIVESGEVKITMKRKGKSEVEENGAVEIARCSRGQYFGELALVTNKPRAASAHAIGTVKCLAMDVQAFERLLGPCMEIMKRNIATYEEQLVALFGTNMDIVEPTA
Keap1 Nrf2 FP = Keap1-Nrf2 protein-protein interaction inhibitors, primary screen, biochemical, fluorescence polarization, single point | Kelch-like ECH-associated protein 1 (Homo sapiens), Q14145 | Keap1 Kelch-Nrf2 peptide fluorescence polarization, 1536-well | inhibition, % at 9.4 µM | actives 0.15% (n = 340,000) | AID 504523, 2011; in the data active = inhibition above about 12%;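 also: human Keap1 Kelch domain with fluorescein labeled Nrf2 9mer peptide probe; 0% = neutral control wells and 100% = peptide positive control; higher means more block of Keap1 binding to Nrf2 peptide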
* = called active by the depositor; / = no result given. Rows are unselected. About 2.1% of those tested had a hit in this group.

Structure	C-LANA FP	NSD2 HMT inh	SR-BI uptake up	Arrestin-AP2 inh	DAGLB inh	RTF Ca sens inh	PvdQ acylase	SR-BI HDL uptake	PKA-R2B act	Keap1 Nrf2 FP
COCCn1c(SCc2cccc([N+](=O)[O-])c2)nc2ccccc2c1=O	-1.0	-2	-5	14	-9	-1	-7	5	-11	2
COc1ccc(N(CC(=O)NCc2cccnc2)S(=O)(=O)c2ccc(C)c([N+](=O)[O-])c2)cc1	-1.1	0	-27	3	2	8	-7	27	-8	1
O=C(O)Cc1ccc(NC(=O)Nc2ccc3c(c2)OCO3)cc1	0.5	-4	23	5	-2	0	10	-23	-12	-2
Cc1ccc2[nH]c(=O)c(NC(N)=S)nc2c1	-0.3	-2	-1	1	1	-3	-3	1	1	-1
COc1cc(OC)c(OC)cc1CN1CCN(C(=O)CC(C)C)CC1	1.7	1	1	-8	3	3	-5	-1	-6	-3
CC(c1ccccc1)n1cc(C(=O)NCC2COc3ccccc3O2)nn1 (centres undefined)	-0.4	6	2	0	-2	0	13	-2	-5	2
Cc1cccc(C)c1-n1nnnc1SCC(=O)c1c(N)n(C2CC2)c(=O)[nH]c1=O	0.7	0	12	0	4	0	-12	-12	5	-4
O=C(NCCCC1CCCC1)C1CCC(=O)N(Cc2cccc(F)c2)C1 (centres undefined)	0.2	2	-9	48	0	-2	-1	9	-7	-2
Cc1ccc(C(=O)NCC2CCCN2S(=O)(=O)c2ccc(C)cc2)cc1 (centres undefined)	-0.1	-2	-11	12	1	4	0	11	-7	4
Cc1ccc(/C=C2\SC(=S)N(C3CCS(=O)(=O)C3)C2=O)o1 (centres undefined)	1.8	14	17	29	1	0	0	-17	-6	-1
CCCCOc1ccc(C2(C(=O)O)CCCC2)cc1	2.1	-1	42	-4	-1	2	-2	-42	-3	0
Cc1ccc(C)c(Cn2cnc3c(nnn3-c3ccc(F)cc3)c2=O)c1	-0.7	0	-8	13	-1	-1	4	8	4	-1
COc1ccccc1C(=O)NNC(=O)c1cccc(Cl)c1	-1.9	0	12	1	-2	0	-8	-12	3	-6
Cc1ccc(/C=C/C(=O)c2ccccc2O)cc1	1.1	-1	19	7	0	-3	0	-19	-3	4
O=C(/C=C/c1ccco1)Nc1cccc(C(=O)Nc2ccccc2C(=O)O)c1	25	76*	18	7	11	5	-4	-18	6	4
Cc1ccsc1/C=N/NC(=O)c1cccs1	-2.0	-1	-12	-9	2	-5	-11	12	-10	-2
COc1ccccc1CNS(=O)(=O)c1cc(C(=O)NCC2CCCO2)c(Cl)cc1Cl (centres undefined)	0.5	0	-13	5	-16	-11	-1	13	1	0
CC(C)(C)c1ccc(C(=O)N2CCC(C(=O)NCCC3=CCCCC3)CC2)cc1	1.8	-2	20	4	-1	-12	-8	-20	17	-1
O=C(CCNS(=O)(=O)c1ccc(Br)cc1)NC1CCN(Cc2ccccc2)CC1	-0.5	22	-7	-5	-3	-4	1	7	-11	-4
Cc1cccc(OCCSc2nc3ncnc(N)c3[nH]2)c1	-0.9	-5	-2	7	-1	-8	6	2	7	-2
CC(C)(C)c1ccc(C(=O)Nc2ccc(C(=O)N3CCOCC3)cc2)cc1	-1.2	-1	-17	6	2	-3	-2	17	4	0
Cc1cc(C)n(-c2nc(-c3ccc(Cl)c(Cl)c3)cs2)n1	-0.5	-2	-40	4	-3	-8	-6	40	11	3
CCCc1nc(SCC(=O)N2CCc3ccccc3C2)c2ccccc2n1	-0.8	-6	-18	18	-3	-4	-4	18	6	-8
Cc1c(CCO)sc[n+]1CC(=O)OC12CC3CC(CC(C3)C1)C2	-1.3	1	30	8	1	1	-20	-30	2	-1
O=S(=O)(c1ccc(F)cc1)n1ccc(-c2cccc(OCc3c(F)cccc3Cl)c2)n1	0.4	19	-59	-4	-13	-1	-15	59	1	-3
O=C(CNc1cccc(S(=O)(=O)N2CCOCC2)c1)Nc1ccccc1F	-0.4	-1	22	21	-2	-2	-1	-22	-15	-1
CCN(C(=S)NCc1ccccc1)c1cccc2ccccc12	0.2	0	-11	-16	-5	-8	1	11	-6	-1
CCC(=O)NC(=S)Nc1ccc(NC(=O)c2cccnc2)cc1	-0.2	2	-2	16	-2	3	-1	2	0	-8
Cc1ccc(S(=O)CCNC(=O)Cc2ccc(Cl)cc2)cc1 (centres undefined)	-0.7	-5	15	13	-2	7	-1	-15	4	0
CCOc1ccc(NC(=O)C(C)NS(=O)(=O)c2ccc(NC(C)=O)cc2)cc1 (centres undefined)	0.9	7	6	-13	3	-9	-18	-6	5	-2
CCOC(=O)C1C(=O)CC(C)(O)C(C(=O)OCC)C1c1ccc(C)s1 (centres undefined)	0.0	-2	-4	-1	-1	9	-12	4	-2	1
COc1ccc(Cl)cc1C(=O)N1CCN(c2ccccn2)CC1	-2.5	-2	10	4	-1	5	-17	-10	-5	-7
CN(CC(=O)Nc1cccc(F)c1)CC(=O)Nc1cccc(S(=O)(=O)N2CCCCCC2)c1	1.1	/	-9	1	0	5	-2	9	-11	-2
O=C(c1cc(S(=O)(=O)N2CCCC2)c(Cl)cc1Cl)N1CCCC1	0.8	/	/	20	-3	-1	0	/	-7	0
O=C(Nc1ccccn1)C1CCN(S(=O)(=O)c2ccc(Cl)cc2)CC1	-0.1	-1	13	25	0	-16	11	-13	1	9
CCCn1cc(CN2CCCC(C(=O)c3ccc4c(c3)OCO4)C2)c(C)n1 (centres undefined)	0.9	7	4	2	-1	-5	-10	-4	1	-5
Cc1cnc(=O)[nH]c1SCc1ccc(C(F)(F)F)cc1	0.6	1	4	-4	-1	10	-1	-4	3	-2
O=C(/C=C/CCc1ccc2c(c1)OCO2)N1CCCCC1	-1.2	/	6	-3	0	0	8	-6	-7	-2
CCCCNC(=O)COC(=O)c1cc(C)oc1C	-0.5	0	6	-9	0	7	2	-6	-13	-3
COc1c(F)c(F)c(C(=O)Nc2ccc(N3CCN(C(C)=O)CC3)c(Cl)c2)c(F)c1F	1.3	-1	-48	29	0	4	15	48	-9	-1
CCn1c(SCC(=O)Nc2nc3ccc(OC)cc3s2)nnc1-c1ccoc1C	-3.6	/	-32	20	2	5	1	32	-3	1
CCOC(=O)c1ccc(NC(=O)Cn2ccc([N+](=O)[O-])n2)cc1	-0.6	-10	/	7	0	-4	-12	/	8	-8
COc1ccc(N2CC(NC(=O)NC(C)(C)C)CC2=O)cc1 (centres undefined)	-0.9	-2	21	5	-1	6	16	-21	-4	-2
COc1cc(CNc2ccc3[nH]c(=O)[nH]c3c2)cc(Br)c1OCc1ccccc1F	-0.8	-1	-45	-11	3	-10	-11	45	10	-8
CCc1ccc2nc(N=C(N)N)nc(C)c2c1	-2.8	6	-2	19	-1	6	-11	2	-3	1
Cc1ccc(OC(=O)c2cccc(S(=O)(=O)N3CCN(C)CC3)c2)c(Br)c1	0.6	-2	3	43	-1	1	4	-3	3	-1
COc1ccc(CC(=O)Nc2ccc(OC)c(NC(=O)c3ccco3)c2)cc1	0.3	6	-28	-4	0	-4	-4	28	0	-4
CCCCOc1ccc(C(=O)NCC(=O)N(C)Cc2nc3ccccc3c(=O)[nH]2)cc1	-0.8	-1	-12	-2	0	-2	-5	12	1	-1
O=C(O)C1CCN(C(=O)c2ccco2)CC1	0.6	5	2	13	-1	-2	3	-2	-6	3
Cc1ccc(NC(=O)CN2CCOCC2)cc1	1.0	-2	2	6	2	-4	-5	-2	11	0

(more compounds)
Structure	C-LANA FP	NSD2 HMT inh	SR-BI uptake up	Arrestin-AP2 inh	DAGLB inh	RTF Ca sens inh	PvdQ acylase	SR-BI HDL uptake	PKA-R2B act	Keap1 Nrf2 FP
Cc1cccc(NC(=O)c2ccc(-n3cccn3)c([N+](=O)[O-])c2)c1	0.2	2	-6	15	2	-19	-5	6	-5	-5
C/C(Cc1ccccc1)=N\NC(=O)c1ccccn1	3.2	-2	26	6	2	-7	-7	-26	-2	5
CS(=O)(=O)N(CC(=O)NC1CCCC1)c1cccc(F)c1	1.6	0	16	11	2	1	3	-16	-10	2
CCCCNc1c(C(=O)OCC)c(C)nc2c1cnn2CC	0.8	/	-32	-3	-4	12	-11	32	-1	-3
CC(C)C(=O)Nc1ccc(NC(=O)c2ccc([N+](=O)[O-])cc2Cl)cc1	1.1	-4	-2	-30	-1	-2	-8	2	-13	-3
CC(=O)Nc1nc(N(C)C)nc(N(C)C)n1	2.0	-1	0	-8	-3	2	-9	0	-3	-6
COc1ccccc1/C=C/CN1CC(C)OC(C)C1 (centres undefined)	-3.2	2	19	2	1	-3	3	-19	-13	0
COc1cc(/C=C/C(=O)OCC(=O)N2CC(=O)Nc3ccccc32)ccc1O	-0.4	0	/	-4	-2	-3	-7	/	-11	-2
Cc1cccc(C)c1OC(=O)CN(c1ccc(Cl)cc1)S(C)(=O)=O	-0.4	-3	0	-5	-2	4	-5	0	0	-7
O=S(=O)(c1ccc2c(c1)CCN2)N1CCOCC1	-1.9	5	13	7	-1	-3	-8	-13	-2	-4
CCOC(=O)c1[nH]c2ccc(OCC)cc2c1NC(=O)CN1CCN(c2ccccn2)CC1	-0.6	4	-8	14	-2	2	0	8	4	-1
O=C(CSc1nnc(-c2ccncc2)o1)N1CCCCCC1	0.9	-4	12	19	-1	-4	11	-12	2	-4
COc1ccc(CCNC(=O)Cn2c(=O)cnc3ccccc32)cc1	-0.5	-3	24	-4	-1	3	-18	-24	-4	-1
O=S(=O)(NCc1ccc(Cl)cc1)NCc1ccc(Cl)cc1	0.2	-1	25	26	-3	-9	-1	-25	-8	-2
